SW480 rereplic = A quantitative high throughput screen for small molecules that induce DNA re-replication in SW480 colon adenocarcinoma cells; SW480 DNA re-replication, Hoechst DNA content imaging, 48 h; Potency, µM (top dose mostly 46.1 µM), for the others: top-dose re-replication activation, usual class: activators; AID 624297, 2012; actives 1.8% (n = 340,000); further: potency means the concentration at half of the fitted maximal effect; % of control where 0% means no effect; nearly all actives have a fitted effect of over 55% in size
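Readout is total intensity of Hoechst-stained nuclei, excited at 405 nm and collected at 500-530 nm. Compound treatment lasted 48 hr at 37 C in 5% CO2 before staining.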
IL1B secr inh = qHTS for Inhibitors of Inflammasome Signaling: IL-1-beta AlphaLISA Primary Screen | THP-1 LPS/ATP IL-1B secretion, AlphaLISA, 16 h; hits give low values | actives 4.7% (n = 360,000) | activity change, % at 57.5 µM; in the data active means activity change below about -50%; inconclusive means mostly about -30% to -49%; further: on the % scale 0 is the no-effect control and ±100 the full control effect
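Secreted IL-1B measured by AlphaLISA bead assay after 16 h compound exposure of THP-1 cells; compounds (final up to 57.5 uM) added 1 h before LPS (250 ng/mL) and ATP (1.25 mM) stimulation; lower signal means less secretion.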
KB-V1 cytotox = qHTS assay for MDR1-selective chemotherapeutics: Primary screen using the drug-selected MDR subline cells KB-V1 | Potency, µM (top dose mostly 46.1 µM), for inactives: at the highest dose activity change, negative = cytotoxicity, hits mostly cytotoxic | KB-V1 MDR cells viability, CellTiter-Glo, 72 h | actives 3.4% (n = 400,000); further: potency means the concentration at half of the fitted maximal effect; on the % scale 0 is the no-effect control and ±100 the full control effect; nearly all actives have a fitted effect of over 60% in size
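Following 72 h at 37 degrees C with compound, KB-V1 cell viability was read by CellTiter-Glo luminescence, medium being phenol-red-free DMEM plus 10% FBS; concentration-response parameters came from normalized, curve-fitted qHTS data.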
MCF10A rereplic = A quantitative high throughput screen for small molecules that induce DNA re-replication in MCF 10a normal breast cells; AID 624296, 2012; MCF 10A DNA re-replication, Hoechst nuclear intensity, 48 h; actives 2.9% (n = 350,000); Potency, µM (series often up to 46.1 µM), without a hit: at the top dose activity, positive = re-replication, most hits filed as activators; further: potency means the concentration at half of the fitted maximal effect; % of control where 0% means no effect; nearly all actives have a fitted effect of over 50% in size
DRD3 agonist = qHTS of D3 Dopamine Receptor Agonist: qHTS; D(3) dopamine receptor (Homo sapiens), P35462; D3R DiscoveRx beta-arrestin cells, luminescence, 90 min; max activation, %; actives 0.58% (n = 410,000); AID 652048, 2013; in the data active means max activation above about 30%; further: 0% is about no effect; mostly tested at two doses, the higher about 12 µM
Target sequence (P35462 whole entry, looked up): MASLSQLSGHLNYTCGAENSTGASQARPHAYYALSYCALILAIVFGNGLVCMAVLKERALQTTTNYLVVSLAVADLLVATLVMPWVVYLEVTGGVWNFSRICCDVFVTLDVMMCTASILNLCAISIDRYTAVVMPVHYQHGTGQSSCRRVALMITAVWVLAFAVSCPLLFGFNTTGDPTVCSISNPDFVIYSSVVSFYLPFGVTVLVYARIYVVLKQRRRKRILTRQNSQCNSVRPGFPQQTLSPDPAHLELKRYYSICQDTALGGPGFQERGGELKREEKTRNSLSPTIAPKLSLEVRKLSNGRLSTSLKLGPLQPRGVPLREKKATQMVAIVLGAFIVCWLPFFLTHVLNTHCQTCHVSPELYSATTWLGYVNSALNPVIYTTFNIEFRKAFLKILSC
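Cells at 1500/well, incubated overnight, then treated with pinned compounds (dopamine as control) for 90 min at 37 degrees C. DiscoveRx reagent added for 30 - 60 minutes at room temperature; luminescence read.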
KB-3-1 tox = qHTS assay for MDR1-selective chemotherapeutics: Primary screen using the parental adenocarcinoma cell KB-3-1; actives 1.4% (n = 400,000); Potency, µM (series often up to 46.1 µM), for the others: at the highest dose activity change, negative = cytotoxic, actives largely listed as cytotoxic; KB-3-1 viability, CellTiter-Glo ATP luminescence, 72 h; AID 1347075, 2019; further: potency means the concentration at half of the fitted maximal effect; on the % scale 0 is the no-effect control and ±100 the full control effect; nearly all actives have a fitted effect of over 60% in size
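Cells are dispensed, compounds pinned in, plates held at 37 °C for 72 h, then CellTiter-Glo is added and luminescence read after 10 minutes. Cell line: parental KB-3-1 in phenol-red-free DMEM, 10% FBS.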
HT1080-NT tox = qHTS for induction of synthetic lethality in tumor cells producing 2HG: qHTS for the HT-1080-NT fibrosarcoma cell line | actives 1.6% (n = 360,000) | HT-1080-NT fibrosarcoma viability, CellTiter-Glo ATP luminescence, 48 h | AID 686970, 2013 | Potency, µM (titrated, usually from 46.1 µM), for inactives: top-dose activity, negative = less viability, hits mostly cytotoxic;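 further: NT is the 2HG producing partner of a matched IDH1 knockdown line; potency means the concentration at half of the fitted maximal effect; 0% = DMSO-treated cells and -100% = media-only wells without cells; nearly all actives have a fitted effect of over 55% in size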
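Viability by CellTiter-Glo luminescence after 48 h compound exposure at 37C of HT-1080-NT cells (750/well, RPMI, 5% FBS). % activity scaled between DMSO wells and medium-only wells, then curve-fitted and categorized by curve class.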
HT1080 IDH1KD tx = qHTS for induction of synthetic lethality in tumor cells producing 2HG: qHTS for the HT-1080-IDH1KD cell line; HT-1080 IDH1 knockdown viability, ATP luminescence, 48 h; Potency, µM (titrated, usually from 46.1 µM), without a hit: at the highest dose activity, negative = toxicity, usual class: cytotoxic; actives 2% (n = 360,000); AID 686971, 2013;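 further: potency means the concentration at half of the fitted maximal effect; 0% = DMSO wells and -100% = cell-free medium wells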
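Using the IDH1-knockdown HT-1080 line run in the same batch and compound series as the NT line, viability after 48 h at 37 °C was determined by CellTiter-Glo luminescence and expressed as % activity.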
HEK293 tox = qHTS of GLP-1 Receptor Inverse Agonists: Cytotox Screen | HEK293 cAMP-luciferase reporter cells, luminescence, 24 h | Potency, µM (doses to about 38.3 µM), without a hit: at the highest dose activity change, negative = inhibition, hits mostly inhibitors | actives 0.13% (n = 410,000);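 further: loss of luciferase light is scored as toxicity; potency means the concentration at half of the fitted maximal effect; on the % scale 0 is the no-effect control and ±100 the full control effect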
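Step one: seed cells (200 cells/uL, DMEM with 10% Nu serum, 1% pen-strep). Step two: 12-hour incubation at 37 deg C. Step three: pin 23 nL compound, incubate 24 hr. Step four: add luciferase reagent, read luminescence 12 min later.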
Numbers without * were called inactive; & = joins results of further samples; [ ] = another dose, or the depositor's remark. Unless noted, the call rests on the fitted dose curve; in most records, active means well fitted curve in the direction sought with a large enough effect; inconclusive means small, poorly fitted or top-dose-only effect, or another doubt; inactive means no such curve, though single readings can be large; an effect the other way counts as inactive or inconclusive.

What do the screens show for `CC1(C)Oc2ccc3ccc(=O)oc3c2C(/C=N/O)C1=O` (stereo not drawn)?
SW480 rereplic: inconclusive; IL1B secr inh: 24; KB-V1 cytotox: 2%; MCF10A rereplic: 0%; DRD3 agonist: 2; KB-3-1 tox: 3%; HT1080-NT tox: 6%; HT1080 IDH1KD tx: 6%; HEK293 tox: -2%

How did CCC(=O)OCCCNc1nc(-c2ccc(Cl)cc2)nc2ccccc12 do in these assays?
KB-V1 cytotox: -19%; DRD3 agonist: -16; KB-3-1 tox: -24%; HEK293 tox: 14%

Results for Cc1nnc(C)n1/N=C/c1ccccn1 ?
SW480 rereplic: 2%; IL1B secr inh: -8; KB-V1 cytotox: 10%; MCF10A rereplic: 1%; DRD3 agonist: -1; KB-3-1 tox: 2%; HT1080-NT tox: 11%; HT1080 IDH1KD tx: 12%; HEK293 tox: 0%

What do the screens show for `O=C(NC(CO)(CO)CO)c1coc(=O)c(Br)c1`?
SW480 rereplic: 7.3µM*; IL1B secr inh: -8; KB-V1 cytotox: -7%; MCF10A rereplic: 3.3µM*; DRD3 agonist: 0; KB-3-1 tox: -3%; HT1080-NT tox: 10%; HT1080 IDH1KD tx: -1%; HEK293 tox: -5%

How did NC(=O)c1sc2nc(N3CCCCC3)c3c(c2c1N)CCCC3 do in these assays?
SW480 rereplic: -2%; IL1B secr inh: 0; KB-V1 cytotox: -9%; MCF10A rereplic: 1%; DRD3 agonist: 0; KB-3-1 tox: 8%; HT1080-NT tox: 3%; HT1080 IDH1KD tx: -2%; HEK293 tox: 8%

What do the screens show for `O=C(O)C1CCCCC1C(=O)NCCCN1CCCC1=O` (stereo not drawn)?
SW480 rereplic: -8%; IL1B secr inh: 46; KB-V1 cytotox: 0%; MCF10A rereplic: -5%; DRD3 agonist: -5; KB-3-1 tox: 2%; HT1080-NT tox: 18%; HT1080 IDH1KD tx: 2%; HEK293 tox: 2%

Results for CC(NC(=O)CSc1nc(C2CC2)n(-c2ccccc2)n1)c1ccco1 (stereo not drawn) ?
SW480 rereplic: -3%; IL1B secr inh: -8; KB-V1 cytotox: 13µM*; MCF10A rereplic: 6%; DRD3 agonist: 7; KB-3-1 tox: 10%; HT1080-NT tox: 0%; HT1080 IDH1KD tx: 3%; HEK293 tox: -5%

Results for Cc1sc(C(=O)NCc2cccnc2)c2nc(C)n(CC(=O)NCc3cccnc3)c(=O)c12 ?
SW480 rereplic: -4%; IL1B secr inh: 0; KB-V1 cytotox: -15%; MCF10A rereplic: 3%; DRD3 agonist: 2; KB-3-1 tox: 3%; HT1080-NT tox: 17%; HT1080 IDH1KD tx: 9%; HEK293 tox: -9%

Results for NC(c1ccccc1)c1csc(Nc2ccc(C(=O)NCCCO)cn2)n1 (stereo not drawn) ?
IL1B secr inh: 7; KB-V1 cytotox: 18%; DRD3 agonist: 12; KB-3-1 tox: 0%; HT1080-NT tox: 5%; HT1080 IDH1KD tx: 0%; HEK293 tox: -27%

Results for Cc1sc2c(c1C)c(=O)n(Cc1ccccc1)c(=O)n2Cc1ccc(F)cc1 ?
KB-V1 cytotox: 8%; DRD3 agonist: 4; KB-3-1 tox: -6%; HEK293 tox: -18%

Results for O=C(COc1ccc(/C=N/NC(=O)c2cccnc2)cc1)Nc1ccccc1 ?
SW480 rereplic: -4%; IL1B secr inh: 12; KB-V1 cytotox: 5%; MCF10A rereplic: -1%; DRD3 agonist: 0; KB-3-1 tox: 5%; HT1080-NT tox: -13%; HT1080 IDH1KD tx: inconclusive; HEK293 tox: 8%

How did Cc1ccc(NC(=S)N(C)C(c2ccccc2)c2ccccc2)cc1C do in these assays?
SW480 rereplic: -10%; IL1B secr inh: -1; KB-V1 cytotox: -10%; MCF10A rereplic: -13%; DRD3 agonist: 0; KB-3-1 tox: -9%; HT1080-NT tox: inconclusive; HT1080 IDH1KD tx: -1%; HEK293 tox: -1%

Reprinted at random: two entries already listed, in no set order.
How did CCC(=O)OCCCNc1nc(-c2ccc(Cl)cc2)nc2ccccc12 do in these assays?
KB-V1 cytotox: -19%; DRD3 agonist: -16; KB-3-1 tox: -24%; HEK293 tox: 14%

How did Cc1ccc(NC(=S)N(C)C(c2ccccc2)c2ccccc2)cc1C do in these assays?
SW480 rereplic: -10%; IL1B secr inh: -1; KB-V1 cytotox: -10%; MCF10A rereplic: -13%; DRD3 agonist: 0; KB-3-1 tox: -9%; HT1080-NT tox: inconclusive; HT1080 IDH1KD tx: -1%; HEK293 tox: -1%

(further entries)
What do the screens show for `CCCN(CCC)CCCNS(=O)(=O)c1ccc2c(c1)oc(=O)n2C`?
SW480 rereplic: 0%; IL1B secr inh: 2; KB-V1 cytotox: 9%; MCF10A rereplic: 0%; DRD3 agonist: 6; KB-3-1 tox: -2%; HT1080-NT tox: -3%; HT1080 IDH1KD tx: 0%; HEK293 tox: -18%

What do the screens show for `CCC(C)(C)n1nnnc1C(c1ccc(Cl)cc1)N1CCN(C)CC1` (stereo not drawn)?
SW480 rereplic: 0%; IL1B secr inh: -9; KB-V1 cytotox: -24%; MCF10A rereplic: 9%; DRD3 agonist: 1; KB-3-1 tox: -12%; HT1080-NT tox: -12%; HT1080 IDH1KD tx: -5%; HEK293 tox: -19%

What do the screens show for `O=C(CN1CCN(c2cnn(-c3ccccc3)c(=O)c2Cl)CC1)NC1CCS(=O)(=O)C1` (stereo not drawn)?
SW480 rereplic: -5%; IL1B secr inh: 4; KB-V1 cytotox: 0%; MCF10A rereplic: 3%; DRD3 agonist: 21; KB-3-1 tox: 11%; HT1080-NT tox: 17%; HT1080 IDH1KD tx: 18%; HEK293 tox: -2%

Results for OC(COc1ccc(Cl)cc1)CN1CCN(c2ccccn2)CC1 (stereo not drawn) ?
SW480 rereplic: -7%; IL1B secr inh: -8; KB-V1 cytotox: -13%; MCF10A rereplic: 0%; DRD3 agonist: 12; KB-3-1 tox: 2%; HT1080-NT tox: 6%; HT1080 IDH1KD tx: 2%; HEK293 tox: 10%

How did COc1ccccc1NC(=O)c1cc2ccc(O)cc2o/c1=N\O do in these assays?
SW480 rereplic: inconclusive; IL1B secr inh: -63*; KB-V1 cytotox: -9%; MCF10A rereplic: inconclusive; DRD3 agonist: -2; KB-3-1 tox: -1%; HT1080-NT tox: inconclusive; HT1080 IDH1KD tx: inconclusive; HEK293 tox: 100%[activator]

How did CC(OC(=O)c1nccnc1N)C(=O)Nc1ccc(S(=O)(=O)N2CCCC2)cc1 (stereo not drawn) do in these assays?
SW480 rereplic: 4%; IL1B secr inh: -5; KB-V1 cytotox: -5%; MCF10A rereplic: 1%; DRD3 agonist: -8; KB-3-1 tox: 0%; HT1080-NT tox: 1%; HT1080 IDH1KD tx: -12%; HEK293 tox: 10%

Results for O=C(CN1CC[n+]2c(-c3cccs3)csc21)c1ccc(Br)cc1 ?
SW480 rereplic: 17%&26%; IL1B secr inh: inconclusive; KB-V1 cytotox: inconclusive; MCF10A rereplic: inconclusive; DRD3 agonist: -4; KB-3-1 tox: inconclusive; HT1080-NT tox: -6%; HT1080 IDH1KD tx: -2%; HEK293 tox: -6%

Results for O=C(c1ccccc1NS(=O)(=O)c1cccc([N+](=O)[O-])c1)N1CCCC1 ?
SW480 rereplic: 0%; IL1B secr inh: 2; KB-V1 cytotox: 8%; MCF10A rereplic: -1%; DRD3 agonist: 20; KB-3-1 tox: 2%; HT1080-NT tox: 11%; HT1080 IDH1KD tx: 7%; HEK293 tox: -2%

What do the screens show for `COc1ccc(/C=C/C(=O)NCCCN2CCCC2)cc1`?
SW480 rereplic: -9%; IL1B secr inh: -9; KB-V1 cytotox: 0%; MCF10A rereplic: -1%; DRD3 agonist: -1; KB-3-1 tox: 0%; HT1080-NT tox: 16%; HT1080 IDH1KD tx: 20%; HEK293 tox: 28%

Results for Cc1cc(C)n2ncc(/C(N)=N/OC(=O)Nc3ccc(Cl)cc3)c2n1 ?
SW480 rereplic: -3%; IL1B secr inh: 16; KB-V1 cytotox: 1%; MCF10A rereplic: 3%; DRD3 agonist: 9; KB-3-1 tox: 1%; HT1080-NT tox: -11%; HT1080 IDH1KD tx: -23%; HEK293 tox: -5%

How did CS/C(N)=N/N=C/c1cc(C)ccc1O do in these assays?
SW480 rereplic: 15µM*; IL1B secr inh: -26; KB-V1 cytotox: 2%; MCF10A rereplic: 1%; DRD3 agonist: 11; KB-3-1 tox: 14%; HT1080-NT tox: 0%; HT1080 IDH1KD tx: -11%; HEK293 tox: inconclusive

How did Cc1cc(C(=O)OCC(=O)NC(C)(C)C)c2ccccc2n1 do in these assays?
SW480 rereplic: -14%; IL1B secr inh: 17; KB-V1 cytotox: -25%; MCF10A rereplic: 1%; DRD3 agonist: 29; KB-3-1 tox: 0%; HT1080-NT tox: 12%; HT1080 IDH1KD tx: -3%; HEK293 tox: 0%

What do the screens show for `Cc1cc(S(=O)(=O)N2CCOCC2)c(C)s1`?
SW480 rereplic: -5%; IL1B secr inh: 9; KB-V1 cytotox: inconclusive; MCF10A rereplic: -4%; DRD3 agonist: 2; KB-3-1 tox: -1%; HT1080-NT tox: 7%; HT1080 IDH1KD tx: 4%; HEK293 tox: 9%

High-throughput results (PubChem)
